HttQ103 aggreg = inhibitors of mutant huntingtin aggregate formation in PC12 cells; Potency, µM (series often up to 46.1 µM), for inactives: at the top dose activity change, negative = inhibition, usual class: inhibitors; PC12 HttQ103-GFP aggregates, Acumen cytometry, 40 h; 1.1% of 220,000 active; note: potency is the fitted concentration of half-maximal effect; % is set by controls: 0 for no effect and ±100 for the full control effect; nearly all actives have a fitted effect of over 60% in size
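Inducible Q103 Huntingtin exon 1–GFP PC12 line, 1500 cells/well in phenol red free DMEM with 5% equine and 5% calf serum. Tebufenozide 100 nM induced expression; compounds titrated; aggregates quantified by cytometry.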
L3MBTL1 inh = blocks human L3MBTL1 | Potency, µM (titrated, usually from 57.1 µM), without a hit: at the highest dose activity, negative = inhibition, hits mostly inhibitors | AID 485360 | 0.66% of 230,000 active | Q9Y468 | AlphaScreen L3MBTL1–H3K9me1 peptide binding; note: potency is the fitted concentration of half-maximal effect; % is set by controls: 0 for no effect and ±100 for the full control effect; nearly all actives have a fitted effect of over 60% in size
Target sequence (Q9Y468 whole entry, looked up): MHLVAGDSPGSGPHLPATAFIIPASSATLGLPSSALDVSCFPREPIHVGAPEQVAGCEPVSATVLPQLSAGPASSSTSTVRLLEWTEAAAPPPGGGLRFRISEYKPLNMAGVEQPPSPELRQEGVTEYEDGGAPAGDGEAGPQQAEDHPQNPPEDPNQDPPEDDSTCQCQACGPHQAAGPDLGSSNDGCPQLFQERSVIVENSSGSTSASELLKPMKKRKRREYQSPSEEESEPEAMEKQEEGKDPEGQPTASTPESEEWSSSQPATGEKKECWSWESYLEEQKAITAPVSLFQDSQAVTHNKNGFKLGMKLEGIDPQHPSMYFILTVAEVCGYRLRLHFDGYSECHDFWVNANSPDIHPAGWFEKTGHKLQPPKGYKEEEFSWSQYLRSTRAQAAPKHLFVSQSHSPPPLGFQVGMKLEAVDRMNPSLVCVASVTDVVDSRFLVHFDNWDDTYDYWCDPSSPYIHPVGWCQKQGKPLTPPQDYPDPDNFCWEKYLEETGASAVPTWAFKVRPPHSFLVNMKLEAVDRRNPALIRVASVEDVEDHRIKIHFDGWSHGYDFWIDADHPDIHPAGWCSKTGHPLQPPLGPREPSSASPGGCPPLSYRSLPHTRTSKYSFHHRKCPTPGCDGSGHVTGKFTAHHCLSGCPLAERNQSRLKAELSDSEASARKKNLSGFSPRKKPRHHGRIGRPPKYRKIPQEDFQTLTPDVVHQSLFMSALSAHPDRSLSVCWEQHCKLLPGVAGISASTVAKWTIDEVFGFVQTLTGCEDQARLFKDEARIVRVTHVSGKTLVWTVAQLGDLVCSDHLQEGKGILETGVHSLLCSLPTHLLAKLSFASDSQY
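AlphaScreen assay: L3MBTL1 (50 nM final) was preincubated 30 min at room temperature with biotinylated H3(1-15)K9me1 peptide (75 nM final), then 30 min with library compounds; streptavidin donor and nickel chelate acceptor beads (10 ug/mL final) added, 30 min dark.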
IMPase Li inh = cell-permeable IMPase inhibitors with lithium potentiation; AID 1457; CHO-M1 cells, IP1 TR-FRET (IP-One), carbachol + lithium; 0.35% of 210,000 active; Potency, µM (titrated, usually from 59.4 µM), for inactives: at the top dose activity, negative = IMPase inhibition, usual class: inhibitors;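 note: IP1 builds up when IMPase is blocked and the TR-FRET signal falls; potency is the fitted concentration of half-maximal effect; plate controls were basal vehicle for no effect and high inhibitor control for full effect; nearly all actives have a fitted effect of over 50% in size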
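CHO cells stably expressing M1 receptor (2000/well, cultured 16–30 h) treated 30 min at 37C with compound plus low lithium. Cytosolic IP1 by TR-FRET (665/620 ratio and 620 channel) after 10 min lysis; AC50 by Hill fit.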
KinaseGlo FLuc = blocks Kinase-Glo luciferase, a counter-screen artifact | Kinase-Glo luciferase, ATP luminescence, 8 min | Potency, µM (titrated, usually from 38.3 µM), for the others: at the highest dose activity change, negative = inhibition, usual class: inhibitors | Q27757 | 0.28% of 200,000 active; note: potency is the fitted concentration of half-maximal effect; % is set by controls: 0 for no effect and ±100 for the full control effect; nearly all actives have a fitted effect of over 60% in size
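Inhibition of Kinase-Glo luciferase light generation was assessed at 10 uM ATP in pH 7.2 imidazole buffer, with luminescence measured after eight minutes at ambient temperature.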
Epigenetic reg = epigenetic control regulation, reporter derepression; murine LDR cells, GFP reporter derepression, 30 h; Potency, µM (series often up to 53.9 µM), for inactives: top-dose GFP activation, usual class: activators; 0.2% of 280,000 active; note: potency is the fitted concentration of half-maximal effect; % of control where 0% means no effect; nearly all actives have a fitted effect of over 60% in size
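Murine LDR cells carrying a silenced, genomically integrated CMV-driven GFP reporter were exposed to compound for 30 hours at 37 C. After PBS washes, GFP-positive cells (20–120 um objects) were counted by laser-scanning microplate cytometry.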
CBFb-RUNX1 inh = CBF-beta/RUNX1 interaction disruption; Q01196+Q13951; AlphaScreen CBFb-His/RUNX1-biotin binding, biochemical; Potency, µM (highest dose often 59.8 µM), for inactives: at the top dose activity, negative = inhibition, most hits filed as inhibitors; 230,000 tested, under 10 active; note: % of control where 0% means no effect
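Bead-based AlphaScreen assay; binding partners His-tagged CBF-beta and biotinylated RUNX1 at 30 nM each. Compound exposure 15 min after a 20-min protein preincubation; bead step 90 min; all steps at room temperature.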
NPSR antag = antagonists of human neuropeptide S receptor cAMP signaling | Q6W5P4 | CHO-NPSR cells, cAMP TR-FRET, antagonist mode | Potency, µM (top dose mostly 38.3 µM), without a hit: top-dose activity change, negative = inhibition, actives largely listed as inhibitors | 1% of 220,000 active | AID 1461; note: potency is the fitted concentration of half-maximal effect; % is set by controls: 0 for no effect and ±100 for the full control effect; nearly all actives have a fitted effect of over 50% in size; many of its hits are not listed in these tables
* = called active by the depositor; u = inconclusive; x = not tested or not shown; [ ] = dose if it differs, or a comment. Calls come from the whole dose curve; as a rule, active = well fitted curve in the direction sought with a large enough effect; inconclusive = small, poorly fitted or top-dose-only effect, or another doubt; inactive = no such curve, though single readings can be large; an effect the other way counts as inactive or inconclusive. Not all compounds are listed (hit frequency here may not be typical).

SMILES	HttQ103 aggreg	L3MBTL1 inh	IMPase Li inh	KinaseGlo FLuc	Epigenetic reg	CBFb-RUNX1 inh	NPSR antag
CCCCC(c1nnnn1CC1CCCO1)N1CCN(Cc2ccccc2)CC1 (stereo unspecified)	-24%	17%	9%	-1%	0.1%	-1%	9%[46.1 µM]
NC(=O)Nc1ccc(F)cc1	-13%[9.22 µM]	x	-3%[38.3 µM]	0%	-1.5%	1%	-6%[46.1 µM]
COc1ccc(S(=O)(=O)N(n2c(C)nnc2-n2nc(C)cc2C)S(=O)(=O)c2ccc(OC)cc2)cc1	10%	13%[11.4 µM]	2%	5%	0.0%	-1%	9%
O=C(Nn1cnnc1)c1cccc(S(=O)(=O)N2CCOCC2)c1	15%[9.22 µM]	0%	5%	2%	-0.4%	3%	14%
COc1ccccc1N1CCN(c2nc(N)c(C#N)c(CC#N)c2C#N)CC1	13%[9.22 µM]	-11%	5%[38.3 µM]	-2%	0.2%	-18%	-22%[46.1 µM]
CN(C)/C=C/C(=O)c1ccc(F)cc1F	-8%[9.22 µM]	4%	x	x	-1.6%	2%	0%
Cc1cc(C(=O)Nc2c(C)n(C)n(-c3ccccc3)c2=O)c2ccccc2n1	1%	8%	-7%[38.3 µM]	-1%	3.3%	3%	-4%[46.1 µM]
CC(=O)NCCNS(=O)(=O)c1ccc(C)c([N+](=O)[O-])c1	-1%	x	-15%	x	-0.2%	-6%	0%
Cc1ccc(C)c(S(=O)(=O)N2CCN(CC(=O)Nc3sccc3C#N)CC2)c1	-8%	-5%	3%	1%	-1.1%	0%	-19%
Cc1ccccc1-c1nnc(NC(=O)CSc2nc3ccccc3s2)s1	-13%	0%	3%	-3%	1.1%	8%[2.36 µM]	0%
CCCC/C(C)=N/NC(=O)NC1CCCCC1	9%	5%	-4%	-1%	1.1%	-6%	-2%[46.1 µM]
Cc1nnc(SCCCn2c(N3CCN(c4ccccc4)CC3)nc3c2c(=O)[nH]c(=O)n3C)s1	1%	-2%	3%[38.3 µM]	3%	0.0%	-2%	-10%[46.1 µM]
COc1ccc(CCNC(=O)COC(=O)/C=C/c2ccc(OCC#N)c(OC)c2)cc1OC	-5%	-4%	7%	0%	0.1%	1%	4%
CC(C)(C)C(=O)CN1C(=O)C2(OCCO2)c2ccccc21	3%	0%	1%[38.3 µM]	-2%	-0.2%	-3%	-22%[46.1 µM]
CCC(=O)N1CCc2cc(S(=O)(=O)CCC(=O)NCCC3=CCCCC3)ccc21	-5%	4%	6%[38.3 µM]	-5%	3.9%	4%	-6%[46.1 µM]
O=C1OCC=C1NNC(=O)c1cccnc1	0%	1%	10%	-1%	1.8%	4%	15%
CN(C(=O)c1ccccn1)c1nnc(-c2ccccn2)s1	16%	-5%	x	x	-0.1%	4%	-13%[46.1 µM]
C/C(N)=C(/C#N)C(=O)COC(=O)c1cc(-c2cccc(Br)c2)nc2ccccc12	-8%	40%[activator]	4%	4%	1.5%	u	u
Cc1nc2ccccc2c2oc(C(=O)N3CCC(N4CCCCC4)CC3)cc12	5%	16%	21%	1%	1.0%	0%	14%
CCN1CCN(C(c2cccs2)C(C)NC(=O)c2cccc(OC)c2OC)CC1 (stereo unspecified)	2%	-2%	-3%	4%	-0.9%	6%	-3%[46.1 µM]
COc1cccc(C(CC(=O)Nc2cccc3ccccc23)NC(=O)c2ccccc2)c1 (stereo unspecified)	-4%	-5%	9%[38.3 µM]	-5%	17%	-2%	0%[46.1 µM]
COc1cccc2cc(C(=O)C3=C(O)C(=O)N(CCCN(C)C)C3c3ccncc3)oc12 (stereo unspecified)	-1%	-3%	-24%[38.3 µM]	-7%	-1.4%	-5%	5%[46.1 µM]
NS(=O)(=O)c1ccc(NC(=O)CN2CCCN(S(=O)(=O)c3ccc(F)cc3)CC2)cc1	-11%	x	-4%	x	-0.2%	-3%	6%
Cc1cc2c(cc1C)C(c1ccccc1Br)CC(=O)N2 (stereo unspecified)	20%	-3%	11%	2%	0.0%	2%	-6%
COc1ccc(Cc2nnc(Nc3ccc(C)cc3C)[nH]c2=O)cc1	0%	2%	2%[38.3 µM]	-1%	-1.2%	0%	-12%[46.1 µM]
COc1ccc(-c2nc3c(c(=O)[nH]c(=O)n3Cc3ccccc3)n2Cc2ccccc2)cc1	u	x	6%[38.3 µM]	-3%	0.0%	-5%	5%[46.1 µM]
CCN1CCN(C(=S)c2ccc(Cl)c(Cl)c2)CC1	-17%	x	23%[38.3 µM]	-2%	-0.7%	-4%	-3%[46.1 µM]
COc1ccc(CNC(=O)c2ccc(CN3CCOCC3)cc2)cc1	-17%	4%	11%[38.3 µM]	-1%	-0.8%	6%	2%[46.1 µM]
Cn1c(CNC(=O)c2ccco2)nnc1SCC(=O)Nc1cccc(Br)c1	-10%	x	-11%[38.3 µM]	0%	4.4%	-2%	2%[46.1 µM]
Cn1cc(/C=N\NC(=O)C2COc3ccccc3O2)c2ccccc21 (stereo unspecified)	1%	4%	-4%	1%	7.7%	4%	-8%
Cn1c(NCCCN2CCOCC2)nc2c1c(=O)n(Cc1ccc(Cl)cc1)c(=O)n2C	2%	-3%	5%[38.3 µM]	-1%	0.0%	-15%	2%[46.1 µM]
O=C(NCC1CCCN(Cc2cccc(C(F)(F)F)c2)C1)c1ccc(F)cc1 (stereo unspecified)	12%[9.22 µM]	4%	9%	-3%	1.1%	0%	-9%
COc1ccc(NC(=O)COC(=O)/C=C/c2cnc3ccccc3n2)cc1	9%	4%	2%	0%	2.2%	-2%	2%
CS(=O)(=O)Nc1ccc(C2=NN(C(=O)C3CCCCC3)C(c3cccs3)C2)cc1 (stereo unspecified)	u	-6%	-2%	2%	0.0%	-7%	-4%
O=C(Nc1cccc(C(F)(F)F)c1)c1cccnc1N1CCN(CCO)CC1	11%	-3%	11%	-2%	2.7%	7%	2%[46.1 µM]
O=C(Nc1cccc(Br)c1)c1cc2ccccc2o1	0%	25%	x	x	-1.0%	8%	-20%[46.1 µM]

2 of these compounds, reformatted.
Molecule | HttQ103 aggreg | L3MBTL1 inh | IMPase Li inh | KinaseGlo FLuc | Epigenetic reg | CBFb-RUNX1 inh | NPSR antag
Cn1c(CNC(=O)c2ccco2)nnc1SCC(=O)Nc1cccc(Br)c1 | -10% | x | -11%[38.3 µM] | 0% | 4.4% | -2% | 2%[46.1 µM]
Cn1cc(/C=N\NC(=O)C2COc3ccccc3O2)c2ccccc21 (stereo unspecified) | 1% | 4% | -4% | 1% | 7.7% | 4% | -8%

Some of the entries so far, with each value named.
canonical_smiles: COc1ccc(-c2nc3c(c(=O)[nH]c(=O)n3Cc3ccccc3)n2Cc2ccccc2)cc1
  HttQ103 aggreg = u; L3MBTL1 inh = x; IMPase Li inh = 6%[38.3 µM]; KinaseGlo FLuc = -3%; Epigenetic reg = 0.0%; CBFb-RUNX1 inh = -5%; NPSR antag = 5%[46.1 µM]

canonical_smiles: COc1ccc(NC(=O)COC(=O)/C=C/c2cnc3ccccc3n2)cc1
  HttQ103 aggreg = 9%; L3MBTL1 inh = 4%; IMPase Li inh = 2%; KinaseGlo FLuc = 0%; Epigenetic reg = 2.2%; CBFb-RUNX1 inh = -2%; NPSR antag = 2%

Further structures.
SMILES	HttQ103 aggreg	L3MBTL1 inh	IMPase Li inh	KinaseGlo FLuc	Epigenetic reg	CBFb-RUNX1 inh	NPSR antag
CC(=NCCc1ccccc1)C1=C(O)COC1=O	-5%	x	21%[38.3 µM]	1%	-1.0%	2%	-9%[46.1 µM]
Cc1cc(N/N=C2/CCCc3ccccc32)nc2ccccc12	u	8%	20%	-2%	3.9%	-18%	u
COc1c(S(=O)(=O)N2CCN(c3ccc(F)cc3)CC2)ccc(Cl)c1Cl	2%[9.22 µM]	x	38%[activator][38.3 µM]	8%	0.7%	0%	-16%[46.1 µM]
O=C(COC(=O)c1ccc([N+](=O)[O-])o1)Nc1cccc2ccccc12	-5%	x	1%	3%	-1.8%	-11%	4%
CCOc1ccc(S(=O)(=O)N(C)c2ccc(OCC(=O)NCc3cccnc3)cc2)cc1	0%	-6%	15%	1%	-1.6%	7%	-19%
COCC(=O)OCC(=O)Nc1ccccc1-c1ccccc1	15%	x	-7%	7%	3.9%	6%	18%
COc1cc(NC(=S)NC(=O)c2ccccc2F)ccc1NC(=O)c1ccco1	4%	-2%	-2%	1%	8.3%	2%	4%
COc1c(C(=O)NCCSC(C)(C)C)ccc2ccccc12	-6%	3%	9%	1%	0.0%	2%	-14%
O=C(CC(c1ccccc1)c1ccccc1)NCc1cccnc1	u	1%	11%	-4%	0.0%	-9%	-27%[46.1 µM]
O=C(CN1CCN(c2ccc(F)cc2)CC1)Nc1cccc(C(F)(F)F)c1	-5%	-2%	0%[38.3 µM]	7%	-1.4%	0%	-24%[46.1 µM]
O=C(NC1=NCCS1)c1ccc(Cl)c(S(=O)(=O)N2CCCCC2)c1	-17%	x	13%[38.3 µM]	18%	-1.3%	1%	7%[46.1 µM]
CCn1nnnc1-c1ccc(OC)c(S(=O)(=O)Nc2ccc(S(N)(=O)=O)cc2)c1	-6%	7%	10%	0%	-0.4%	-2%	6%

Some of the entries so far, with values under each structure:
Results follow in this order: HttQ103 aggreg	L3MBTL1 inh	IMPase Li inh	KinaseGlo FLuc	Epigenetic reg	CBFb-RUNX1 inh	NPSR antag
> COc1cc(NC(=S)NC(=O)c2ccccc2F)ccc1NC(=O)c1ccco1
  4%	-2%	-2%	1%	8.3%	2%	4%
> COc1c(C(=O)NCCSC(C)(C)C)ccc2ccccc12
  -6%	3%	9%	1%	0.0%	2%	-14%
> O=C(CC(c1ccccc1)c1ccccc1)NCc1cccnc1
  u	1%	11%	-4%	0.0%	-9%	-27%[46.1 µM]
